bIAP inh: intestinal alkaline phosphatase (bovine) inhibition. purified bovine IAP, CDP-star luminescence, 30 min. inhibition, % at 20 µM. 190,000 tested, under 10 active;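 active = over 50% inhibition of intestinal alkaline phosphatase at 20 µM in the single-dose screen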
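System: Purified bovine intestinal alkaline phosphatase (IAP) enzyme | Input: IAP diluted 1/65,000,000 in the well | Also added: CDP-star chemiluminescent phosphatase substrate, 30 µM final | Dosing: 20 µM single dose | Times: Enzyme reaction for 30 min at room temperature | Detection: Luminescence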
ROMK mod: modulators of human ROMK potassium channel; P48048; Tet-inducible ROMK, thallium flux fluorescence; actives lie on both sides; B-score at 10 µM; hit rate 2% among 130,000;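 active = signal ratio slope over the read window, or its plate-corrected B-score, at least 3 SD from the plate mean, either direction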;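 also: B-score of the F/F0 ratio slope over 7 to 12 s after thallium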
Target sequence (P48048 whole entry, looked up): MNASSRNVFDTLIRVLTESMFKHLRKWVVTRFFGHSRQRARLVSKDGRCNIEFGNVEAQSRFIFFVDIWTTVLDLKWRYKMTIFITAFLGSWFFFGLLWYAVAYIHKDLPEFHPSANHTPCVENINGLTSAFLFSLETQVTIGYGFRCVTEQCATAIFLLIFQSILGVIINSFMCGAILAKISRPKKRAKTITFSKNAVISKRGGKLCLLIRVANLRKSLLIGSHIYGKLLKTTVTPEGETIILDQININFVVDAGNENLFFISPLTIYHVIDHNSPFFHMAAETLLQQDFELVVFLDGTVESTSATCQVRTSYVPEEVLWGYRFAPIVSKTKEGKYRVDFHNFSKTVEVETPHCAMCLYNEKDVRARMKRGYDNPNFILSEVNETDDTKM
bIAP activator: increases bovine intestinal alkaline phosphatase activity. hit rate 0.17% among 200,000. purified bovine IAP, CDP-star luminescence, 30 min; active compounds read high; fold of DMSO-control signal, blank-subtracted. activation factor at 20 µM;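 active = activation factor of 2 or more at 20 µM, a signal rise over negative controls twice the positive control's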
STAT1 inh: inhibitors of IFN-gamma induced STAT1 signaling; NIH 3T3 STAT1-luciferase reporter, luminescence; inhibition, % at 5.5 µM; hit rate 0.35% among 200,000; AID 920;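 active = inhibition above a set limit, the mean inhibition across all tested compounds plus 3 SD, cut at about 34% in these data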;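 also: 0% = IFN-gamma with DMSO and 100% = IFN-gamma with 300 µM nifuroxazide; values of inactives mirror those of a sister screen read the other way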
PPARg SRC3 recr: agonists of human PPARgamma SRC-3 coactivator recruitment; P37231; biochemical PPARgamma/SRC-3 coactivator recruitment assay; hit rate 0.26% among 200,000; activation, % at 8 µM; in the data active = activation above about 23%;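 also: 0% = DMSO and 100% = reference agonist; some compounds past the cut are filed as inactive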
Target sequence (P37231 whole entry, looked up): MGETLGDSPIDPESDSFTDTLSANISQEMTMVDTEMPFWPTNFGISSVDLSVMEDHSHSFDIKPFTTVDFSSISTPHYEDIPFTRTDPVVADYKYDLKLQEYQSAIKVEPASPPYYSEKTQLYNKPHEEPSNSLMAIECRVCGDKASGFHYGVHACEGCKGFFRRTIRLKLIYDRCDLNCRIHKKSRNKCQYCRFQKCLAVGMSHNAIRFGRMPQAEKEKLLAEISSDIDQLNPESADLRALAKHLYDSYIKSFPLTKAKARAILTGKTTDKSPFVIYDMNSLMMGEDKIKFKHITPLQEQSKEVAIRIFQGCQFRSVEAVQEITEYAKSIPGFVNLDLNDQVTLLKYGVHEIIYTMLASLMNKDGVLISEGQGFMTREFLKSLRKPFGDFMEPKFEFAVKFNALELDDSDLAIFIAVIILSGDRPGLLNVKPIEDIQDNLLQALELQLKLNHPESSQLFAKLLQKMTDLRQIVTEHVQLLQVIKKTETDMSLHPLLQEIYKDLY
STAT3 act: activators of IL-6 induced STAT3 signaling | U3A cells, IL-6 STAT3-luciferase reporter, luminescence; 100% = signal with IL-6 EC80 alone | activation (% of control), % at 5.6 µM | hit rate 0.91% among 190,000 | AID 871;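 active = activation above the screen-wide mean of compound activation plus 3 SD, cut at about 130% in these data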;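 also: 0% = background luminescence of wells with medium and substrate only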
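Test system: STAT3-luciferase reporter U3A cells; Detection: reporter luminescence signal; Times: 1 h compound pre-exposure, 6 h IL-6 stimulation, 37 °C; Benchmarks: IL-6-only high control; Also added: IL-6 stimulus at 33 ng/mL final.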
SRC2 TRFRET art: counter-screen for PPARgamma SRC-2 recruitment agonists: TR-FRET artefact. active compounds read high. TR-FRET ratio at 8 µM. hit rate 0.4% among 200,000. AID 1049; in the data active = TR-FRET ratio above about 2000; also: inactives centre near 1500
STAT3 blocker: reduces IL-6 driven STAT3 reporter signal; U3A cells, IL-6 STAT3-luciferase reporter, luminescence; host cell line lacks STAT1; inhibition, % at 5.5 µM; hit rate 0.89% among 190,000; AID 862;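 active = inhibition above the mean inhibition across all screened compounds plus 3 SD, cut at about 44% in these data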;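 also: 0% = DMSO only wells and 100% = 100 µM nifuroxazide control wells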
PPARg SRC-1 ag: agonists of human PPARgamma SRC-1 coactivator recruitment; hit rate 0.41% among 200,000; P37231; activation, % at 8 µM; PPARgamma-SRC-1 coactivator recruitment biochemical assay; in the data active = activation above about 19%;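 also: 0% = DMSO and 100% = reference agonist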
TNAP act hi DEA: increases human TNAP activity under high phosphate acceptor concentration | P05186 | purified TNAP, CDP-star luminescence, 1 M DEA, 30 min; active compounds read high; 0 = EDTA background, 1 = DMSO-only activity | activation factor at 20 µM | 200,000 tested, under 10 active;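 active = activation factor at least 2 at 20 µM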
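Dosing: 20 µM single point. System: human TNAP. Amount: TNAP 1/800 final. Incubation: 30 min, room temperature. Read-out: TNAP activation factor scaled between EDTA and DMSO control wells. Signal: luminescence from CDP-star hydrolysis. Medium: 1 M DEA, pH 9.8, Mg2+, Zn2+. Control set: EDTA negative control, DMSO positive control.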
PPARg SRC-2 ag: PPARgamma-driven SRC-2 recruitment agonism. PPARgamma LBD-SRC-2 recruitment, biochemical. activation, % at 8 µM. hit rate 0.34% among 200,000; in the data active = activation above about 22%;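 also: 0% = vehicle and 100% = reference agonist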
* hit, by the source's call; / = no result given.

Order of results: bIAP inh	ROMK mod	bIAP activator	STAT1 inh	PPARg SRC3 recr	STAT3 act	SRC2 TRFRET art	STAT3 blocker	PPARg SRC-1 ag	TNAP act hi DEA	PPARg SRC-2 ag
- Cc1cc(N=CC2=C(O)CC(C)(C)CC2=O)no1
 : 10	0.0045	0.9	1	-2	96	1576	7	-2	1.1	-6
- C[n+]1ccc(/C=N/Nc2nc(Cl)c(C#N)c(Cl)c2Cl)cc1
 : /	-0.0093	0.4	15	1	98	1575	5	-5	0.5	8
- C/C(=C/C(=O)NCc1ccccc1)C(=O)O
 : 1	/	1	2	3	103	1519	2	5	1.1	5
- Cc1cc(=O)oc2cc(OCC(=O)NCc3cccnc3)ccc12
 : -2	1.6	1	1	-3	95	1347	8	-8	1.1	3
- CCOc1cc(/C=C\c2[nH]c(=O)[nH]c(=O)c2[N+](=O)[O-])ccc1OC(C)CC (stereo unspecified)
 : -2	-0.75	1	10	12	104	1652	-5	1	0.9	8
- O=[N+]([O-])c1cccc(/C=N/NC2=NCCCCC2)c1
 : -5	0.15	1	-19	-2	105	1652	-2	11	1	4
- COc1cccc(C(=O)NCC(=O)N/N=C/c2cccs2)c1
 : -7	/	1.1	2	-1	90	1606	16	1	1	2
- CSc1ccc(/C=C(/Sc2nnc(-c3ccccc3)o2)C(=O)O)cc1
 : 4	0.34	1	-6	3	106	1443	-6	-4	1	-9
- COc1ccccc1CNC(=O)C(C)Sc1ccc(C)cc1 (stereo unspecified)
 : 10	0.015	0.9	2	2	102	1594	2	0	1.1	-5
- Cc1nn(C)c(C(=O)NNC(=S)NCC(C)C)c1Cl
 : 10	0.35	0.9	11	2	90	1616	16	0	1	2
- O=C1OC(c2ccccc2)=C/C1=C/N1CCCCC1
 : 16	-0.47	0.8	-77	8	111	1672	-9	17	1	12
- CN(C(=O)COC(=O)CCc1c[nH]c2ccccc12)C(c1ccccc1)c1ccccc1
 : -1	-9.6e-05	1	-5	1	106	1426	-9	5	1	-2
- CCOC(=O)/C(=N\Nc1cc(Cl)ccc1Cl)N1CCN(CC)CC1
 : -60	/	1.6	5	4	104	1470	-10	-6	1	-3
- Cc1cc(C)nc(SC(C)C(=O)Nc2ccc(S(N)(=O)=O)cc2)n1 (stereo unspecified)
 : 10	-0.55	0.9	-3	-14	101	1805	0	-2	1	-2
- Cc1cc(NC(=O)c2cc(-c3ccccc3C)nc3ccccc23)no1
 : 2	1.4	1	-4	7	115	1477	-14	6	1	-1
- COc1cc([N+](=O)[O-])ccc1NC(=O)CCCOc1cc(C)ccc1C
 : 22	/	0.8	-1	-2	104	1601	-11	11	1	9
- CCCCCn1c(CN2CCN(C)CC2)nc2c1c(=O)n(C)c(=O)n2C
 : -7	/	1.1	7	26*	107	1775	-4	5	1	11
- CNC(=O)COc1ccc(-c2nn(C)c(=O)c3ccccc23)cc1
 : 8	-0.056	0.9	-1	3	93	1568	13	3	1.1	9
- O=C(Cc1cccs1)N1CCCC(c2nc3c(nnn3Cc3ccccc3Cl)c(=O)[nH]2)C1 (stereo unspecified)
 : -11	-2.7	1.1	-6	14	103	1649	-1	4	1	6
- COCCOCC(O)CN1CCN(c2ccc(C)cc2)CC1 (stereo unspecified)
 : 2	/	1	8	0	96	1452	10	-6	1	11
- COc1ccc(S(=O)(=O)N(C)CC(=O)N2CCCC2)cc1Cl
 : -1	-0.24	1	10	4	96	1522	11	19	1.1	1
- COC(=O)c1ccc(NS(=O)(=O)c2ccc(SC)cc2)cc1
 : 3	/	1	-3	4	95	1627	11	0	1.1	9
- COc1ccc(C)cc1S(=O)(=O)N(C)CC(=O)N1CCC(C)CC1
 : 7	/	0.9	5	10	97	1517	7	1	1	-1
- COc1cccc(NC(=O)Nc2ccc3c(c2)nc(C)n3C)c1
 : -31	-0.31	1.3	7	2	57	1493	54*	-4	1	6
- COc1ccccc1C1(CC(=O)O)CCOC(C(C)C)C1 (stereo unspecified)
 : 15	/	0.8	1	0	97	1571	6	-3	1	6
- Cc1cc(C(F)(F)F)nn1Cc1ccc(C(=O)NCc2ccco2)o1
 : -9	/	1.1	5	-1	99	1369	4	-6	1.1	-2
- COc1ccc(/C=C2\CCCC3C2=NN(C(=O)c2scnc2C)C3c2ccc(OC)c(OC)c2)cc1OC (stereo unspecified)
 : -27	0.012	1.3	-9	-6	105	1476	0	-9	1	-8
- Cc1ccc([N+](=O)[O-])cc1N=Cc1ccc(Br)s1
 : -22	1.2	1.2	2	-5	115	1527	-11	-2	1	-3
- CC1CCN(CCCNC(=O)c2ccc(CS(=O)(=O)Cc3ccccc3F)o2)CC1
 : 7	/	0.9	4	9	98	1673	8	7	1	4
- C=CCn1c(CSCc2ccc(Cl)cc2)nnc1SCC(=O)NCc1ccccc1
 : 2	-3*	1	-3	3	94	1632	6	0	1.1	3

Entries listed above printed as active in PPARg SRC3 recr.
| compound | bIAP inh | ROMK mod | bIAP activator | STAT1 inh | PPARg SRC3 recr | STAT3 act | PPARg SRC-1 ag | TNAP act hi DEA | PPARg SRC-2 ag |
| --- | --- | --- | --- | --- | --- | --- | --- | --- | --- |
| CCCCCn1c(CN2CCN(C)CC2)nc2c1c(=O)n(C)c(=O)n2C | -7 | / | 1.1 | 7 | 26* | 107 | 5 | 1 | 11 |

Later entries:
Order of results: bIAP inh	ROMK mod	bIAP activator	STAT1 inh	PPARg SRC3 recr	STAT3 act	SRC2 TRFRET art	STAT3 blocker	PPARg SRC-1 ag	TNAP act hi DEA	PPARg SRC-2 ag
- Cc1cc(Nc2cccc(F)c2)n2ncnc2n1
 : 18	-0.96	0.8	0	2	97	1493	4	2	1	-6
- Cc1ccc2sc(-c3ccc(NC(=O)c4cc(-n5cnnc5)ccc4Cl)cc3)nc2c1
 : -21	/	1.2	-45	0	89	1393	20	-1	1	4
- CCOc1cc(C(=O)N(C)Cc2cc3cc(OC)ccc3[nH]c2=O)cc(OCC)c1OCC
 : 0	/	1	12	-3	100	1527	4	-4	1	-5
- CCO[C@@H]1OC(C(=O)N2CCCCCCC2)=C[C@H](c2csc3ccccc23)[C@H]1CCCO
 : -7	/	1.1	-1	0	/	1491	/	12	1.1	8
- CCS(=O)(=O)N1CCCC(C(=O)NCc2cccnc2)C1 (stereo unspecified)
 : 8	0.51	0.9	0	0	95	1818	14	-5	1.1	5
- O=C(/C=C/c1ccc([N+](=O)[O-])cc1)NCCc1ccc(F)cc1
 : 5	-0.079	0.9	-2	-1	93	1516	12	-3	1	8
- CC(C)N(CC(=O)Nc1ccc(Cl)cc1C(F)(F)F)C(=O)CCl
 : -1	0.54	1	46*	-1	49	1679	65*	2	1.1	4
- O=C1CC(C(=O)N(c2cccc(F)c2)C(C(=O)NC2CCCC2)c2ccccn2)CS1 (stereo unspecified)
 : 12	/	0.9	7	5	97	1558	6	9	1	-3
- O=C(O)C1CCN(S(=O)(=O)c2ccc(Oc3ccccc3)cc2)CC1
 : 5	/	1	0	-3	100	1654	4	-2	1	3
- CCOc1ccc(NS(=O)(=O)c2cc(OCC(N)=O)c(C)cc2Cl)cc1
 : -2	-0.8	1	8	-1	93	1425	8	-1	1.1	2
- CCc1nnc(NC(=O)c2c(O)c3c([nH]c2=O)CCCC3)s1
 : -1	2.5	1	4	-1	102	1395	1	2	1	3
- Cc1cc(C)c(NC(=O)c2ccc(CNS(=O)(=O)c3cc(C(F)(F)F)ccc3Cl)cc2)c(C)c1
 : 2	/	1	-1	3	100	1650	1	7	1.1	7
- Cc1ccc(S(=O)(=O)NCC(=O)N(CC(=O)NCc2ccco2)Cc2ccco2)cc1
 : 0	-0.37	1	-7	3	101	1604	2	3	1	1
- Cc1cc(NCCN2CCOCC2)n2c(nc3ccccc32)c1C#N
 : 4	/	1	6	7	92	1678	14	6	1	10
- c1ccc2c(c1)COC(CN1CCCCC1)OC2
 : 7	0.61	0.9	-6	-2	100	1605	7	-4	1.1	-2
- CC1CN(C(=O)c2ccccc2)C(=Nc2cccc(S(=O)(=O)N(C)C)c2)S1 (stereo unspecified)
 : 20	/	0.8	8	-1	104	1422	-10	-2	1	-7
- CCc1cc2c(=O)c(-c3nc4ccccc4n3C)coc2c(CN2CCN(C)CC2)c1O
 : -6	/	1.1	3	2	99	1611	6	2	1.1	1
- Fc1ccc2[nH]c3c(NCCN4CCOCC4)ncnc3c2c1
 : 15	/	0.9	34	8	120	1629	-22	3	1.1	5
- O=C1COc2ccc(NC(=O)N3CCN(c4ccc(F)cc4)CC3)cc2N1
 : 3	/	1	4	5	106	1402	4	-4	1	8
- O=C(CC1c2ccccc2Oc2ccccc21)Nc1ccccc1C(F)(F)F
 : 14	-0.25	0.9	4	4	110	1745	-12	5	1	8
- C=CCn1c(COc2ccc(CC)cc2)nnc1SC/C(O)=C(\C#N)c1nc2ccccc2[nH]1
 : -4	/	1	8	5	160*	1541	-72	4	1	4
- CCc1c(C)nc(SCC(=O)Nc2ccc(Br)cc2)[nH]c1=O
 : 3	/	1	1	1	91	1411	19	2	1.1	-14
- Cc1ccc(S(=O)(=O)N2CCN(C(=O)CSc3nc4ccccc4o3)C2)cc1
 : 5	/	1	6	-9	104	1481	5	-2	1	0
- CCOCCOC(=O)C1=C(C)N(C)C(=O)NC1c1ccccc1F (stereo unspecified)
 : 0	0.14	1	0	-11	102	1331	5	5	1.1	-2
- O=c1c(-c2ccc(F)cc2)[n+]([O-])c2ccccc2n1OCc1ccccn1
 : -2	1.1	1	0	0	87	1508	17	7	1	7
- COC(=O)c1scc(C)c1NC(=O)C1CCCCC1
 : 6	/	0.9	12	-4	97	1591	7	0	1.1	1
- COc1ccc(Cl)cc1NC(=S)Nc1cccnc1
 : 32	0.059	0.7	-1	1	98	1529	7	2	1	2
- Cc1cc(C(=O)O)ccc1-c1ccc(/C=C2\NC(=O)N(Cc3ccccc3Cl)C2=O)o1
 : -15	-0.26	1.2	1	-3	100	1532	1	2	0.9	1
- COc1cccc(OC)c1Oc1ccc(C(F)(F)F)cn1
 : 7	/	0.9	2	6	94	1636	6	4	1	5
- CCn1ncc([N+](=O)[O-])c1C(=O)N1CCCC1
 : 12	0.0023	0.9	-4	2	102	1524	1	-2	1.1	0
- CCOC(=O)Cc1csc(NC(=O)c2cccc(OC)c2)n1
 : -1	/	1	2	-11	96	1452	10	2	1	0
- CC(/C=C/c1ccccc1)=N\NC(=S)NC(C)C
 : 2	-0.47	1	7	1	88	1947	19	7	1	6
- CCN(C(=O)COC(=O)c1cc(S(=O)(=O)N2CCc3ccccc32)ccc1OC)C1CCS(=O)(=O)C1 (stereo unspecified)
 : 3	0.56	1	0	5	111	1558	-4	-6	1	-1
- CCCC1C(c2ccc(OC)cc2)C(C#N)(C#N)C2(C#N)CC1(N)NC2=O (stereo unspecified)
 : -8	0.72	1.1	0	5	98	1353	6	-4	1	-7
- CCOc1ccc(CN2CCN(C(=O)c3ccccc3)CC2)cc1
 : -6	-0.34	1.1	1	3	88	1563	19	-3	1	3
- Cc1ccc(C(C(=O)NC2CCCC2)N2CCCCC2)cc1 (stereo unspecified)
 : 7	/	0.9	0	-1	108	1587	-10	0	1	-5

Bioassay records (PubChem)
